Screens from PubChem.
PTAP TSG101 blk: blocks PTAP/TSG101 interaction to inhibit HIV-1 budding; Potency, µM (titrated, usually from 115 µM), for the others: at the highest dose activity change, negative = inhibition, most hits filed as inhibitors; AID 493005; Fluorescence polarization, FITC-PTAP peptide / Tsg101 binding; 340,000 tested, under 10 active; Q99816; active = well fitted inhibition curve with a large enough effect in the main read-out, with a control signal flat, not every such curve was filed as active; inconclusive = small, poorly fitted or top-dose-only effect, or effect the other way, or a change in a side signal; inactive = no such curve, though single readings can be large or run the other way; note: potency is the fitted concentration of half-maximal effect; % of control where 0% means no effect
Target sequence (Q99816 whole entry, looked up): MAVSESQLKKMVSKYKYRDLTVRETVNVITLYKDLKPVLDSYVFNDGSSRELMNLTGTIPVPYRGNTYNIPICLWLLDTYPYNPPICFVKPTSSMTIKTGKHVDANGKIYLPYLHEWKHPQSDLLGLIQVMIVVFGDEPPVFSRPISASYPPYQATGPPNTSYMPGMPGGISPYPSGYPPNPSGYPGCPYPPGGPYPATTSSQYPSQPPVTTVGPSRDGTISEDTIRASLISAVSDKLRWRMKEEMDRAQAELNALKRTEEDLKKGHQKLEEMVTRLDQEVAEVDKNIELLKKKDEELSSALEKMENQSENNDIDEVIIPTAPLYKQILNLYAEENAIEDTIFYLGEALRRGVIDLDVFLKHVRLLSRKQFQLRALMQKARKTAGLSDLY
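Tsg101 binding domain (10 uM final) was mixed with compound and a FITC-labeled PTAP peptide (50 nM final) in HEPES pH 7.5 buffer with NaCl, Tween 20, EDTA and TCEP; fluorescence polarization was read after 20 min at r.t.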
B2AR arrestin: beta2AR (human) beta-arrestin recruitment activity; P07550; beta-arrestin recruitment to beta2AR, cell-based reporter; Potency, µM (top dose mostly 46.1 µM), inactives show at the highest dose activation, actives largely listed as activators; 330,000 compounds, 0.02% hits;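 note: potency is the fitted concentration of half-maximal effect; 0% = DMSO controls and full agonism = EC100 isoproterenol or metaproterenol; nearly all actives have a fitted effect of over 65% in size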
Mito fusion act: inhibitors of mitochondrial division or activators of mitochondrial fusion; S. cerevisiae fusion-defective mutant growth rescue, CellTiterGlo 48 h; 320,000 compounds, 0.23% hits; Potency, µM (top dose mostly 46.1 µM), without a hit: at the highest dose growth rescue (activation), usual class: activators;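 note: potency is the fitted concentration of half-maximal effect; % of control where 0% means no effect; nearly all actives have a fitted effect of over 45% in size; temperature-sensitive fusion mutants such as fzo1-1 at 37 °C on non-fermentable ethanol glycerol medium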
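Compounds are tested for their ability to restore growth of mitochondrial fusion-defective yeast strains at non-permissive 37C in YPEG medium over 48 hours. Viability is quantified by luciferase luminescence.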
Eya2 inh: Eya2 (human) phosphatase inhibition; recombinant Eya2, OMFP fluorescence dephosphorylation (OMFP is methylfluorescein phosphate); Potency, µM (top dose mostly 76.9 µM), for inactives: top-dose activity, negative = inhibition, most hits filed as inhibitors; 330,000 compounds, 0.006% hits; note: potency is the fitted concentration of half-maximal effect; % is set by controls: 0 for no effect and ±100 for the full control effect
Target sequence (O00167 whole entry, looked up): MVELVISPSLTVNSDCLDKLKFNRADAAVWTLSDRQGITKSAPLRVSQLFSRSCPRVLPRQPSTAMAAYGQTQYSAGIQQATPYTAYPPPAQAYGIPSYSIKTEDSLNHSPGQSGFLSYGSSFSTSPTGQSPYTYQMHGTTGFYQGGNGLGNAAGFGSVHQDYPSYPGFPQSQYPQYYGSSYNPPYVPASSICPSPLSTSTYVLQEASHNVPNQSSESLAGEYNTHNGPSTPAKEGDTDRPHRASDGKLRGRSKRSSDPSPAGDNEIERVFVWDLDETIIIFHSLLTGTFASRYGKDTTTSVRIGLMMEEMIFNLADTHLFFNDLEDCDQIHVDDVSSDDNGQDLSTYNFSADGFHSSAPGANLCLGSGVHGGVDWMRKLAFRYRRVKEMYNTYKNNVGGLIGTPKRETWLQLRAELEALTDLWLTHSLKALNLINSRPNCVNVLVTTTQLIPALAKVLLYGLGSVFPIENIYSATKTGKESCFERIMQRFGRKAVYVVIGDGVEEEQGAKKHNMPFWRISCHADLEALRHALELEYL
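Eya2 (0.2 uM) preincubated 10 min at ambient with compound, then OMFP substrate added at 50 uM; 10 min reaction in 50 mM HEPES pH 7.5, 50 mM NaCl, 5 uM MgCl2, 0.05% BSA, 1 mM DTT. Fluorescence read at Ex 485/Em 525 nm.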
uPA surface inh: cell surface uPA generation inhibition; cell surface uPA generation assay, qHTS; Potency, µM (series often up to 38.3 µM), for the others: at the top dose activity change, negative = inhibition, actives largely listed as inhibitors; 330,000 compounds, 0.31% hits; AID 540303; active = well fitted inhibition curve with a large enough effect; inconclusive = small, poorly fitted or top-dose-only effect; inactive = no such curve, though single readings can be large or run the other way; tested in mouse RAW 264.7 cells; note: potency is the fitted concentration of half-maximal effect; % is set by controls: 0 for no effect and ±100 for the full control effect; nearly all actives have a fitted effect of over 55% in size
USP2a block: inhibitors of human ubiquitin-specific protease USP2a. O75604. AID 463254. Potency, µM (series often up to 38.3 µM), inactives show at the highest dose activity change, negative = inhibition, hits mostly inhibitors. 330,000 compounds, 0.01% hits. USP2 core, Ub-CHOP2 coupled fluorogenic reporter, 485/531;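 note: potency is the fitted concentration of half-maximal effect; plate controls were DMSO wells for no effect and full inhibition by NEM control for full effect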
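Deubiquitinase activity read as fluorescence (485/531 nm) after Ub-CHOP2 cleavage activates the enterokinase reporter on its substrate; USP2 core 10nM, Ub-CHOP2 and substrate 25nM each, 30min compound preincubation then 60min RT; data normalized to NEM, curves fitted.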
Tb PFK inh: inhibitors of T. brucei phosphofructokinase | O15648 | T. brucei PFK, ADP-Glo luminescence | Potency, µM (series often up to 57.5 µM), for inactives: top-dose activity, negative = inhibition, hits mostly inhibitors | 330,000 compounds, 0.17% hits;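 note: potency is the fitted concentration of half-maximal effect; 0% = uninhibited 1x PFK enzyme wells and -100% = no-enzyme wells; nearly all actives have a fitted effect of over 60% in size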
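In TEA buffer at pH 8.0 with 5 mM MgCl2, enzyme (1.25 nM) converted F6P (0.5 mM) and ATP (0.1 mM) for 45 min at room temperature. ADP product was read by luciferase luminescence.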
ELG1 repair inh: inhibitors of ELG1-dependent DNA repair in HEK293T cells; HEK293T ELG1-luciferase reporter, luminescence, 16 h; DNA damage induced by 5-fluorouridine; Potency, µM (doses to about 46.1 µM), without a hit: at the top dose activity change, negative = inhibition, actives largely listed as inhibitors; 330,000 compounds, 2.3% hits; note: potency is the fitted concentration of half-maximal effect; % is set by controls: 0 for no effect and ±100 for the full control effect; nearly all actives have a fitted effect of over 55% in size
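5-Fluorouridine DNA damage + compound/DMSO, 2,000 cells/well, 16 h, 37 °C/5% CO2. ONE-Glo, 30 min RT, luminescence. Readout = decrease in reporter signal.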
BCR signal inh: chronic active BCR signaling inhibition; ABC-DLBCL IkBa-CBG/CBR reporter, luminescence ratio, 4 h; Potency, µM (highest dose often 46.1 µM), for the others: at the highest dose ratio change, negative = lower green/red ratio, usual class: inhibitors; 340,000 compounds, 0.05% hits; AID 493014; active = well fitted inhibition curve with a large enough effect in the signal ratio, with a control signal flat, not every such curve was filed as active; inconclusive = small, poorly fitted or top-dose-only effect, or effect the other way, or a change in a side signal; the % refers to the signal ratio;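 note: potency is the fitted concentration of half-maximal effect; plate controls were basal doxycycline-induced cells for no effect and cells given 10 µM MG132 for full effect; MG132 reads +100%, hits lower the ratio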
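TMD8 human ABC-DLBCL cells with doxycycline-inducible IκBα–green luciferase fusion and unfused red luciferase, in 0.5% FBS medium; compounds up to 46 uM, 4 h at 37C. Green/red luminescence ratio, filter-overlap corrected, fitted to concentration-response curves.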
TSHR antagonist: human thyrotropin receptor antagonism. P16473. 330,000 compounds, 0.2% hits. TSHR-expressing cells, TSH-stimulated cAMP HTRF, 2 h; stronger effect = lower value. activity change, negative = inhibition, % at 11.5 µM;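 active = activity change below a set negative limit, meaning inhibition stronger than a set level, cut at about -70% in these data; inconclusive = activity change between two set negative limits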; note: % is set by controls: 0 for no effect and ±100 for the full control effect
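Inhibition of cAMP made by TSHR-expressing cells under TSH stimulation (4nM final, EC80; 2 h, 37 deg C) is quantified with a one-step lysis HTRF kit, anti-cAMP cryptate versus cAMP-d2.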
TCR activator: activates T cell receptor signaling | primary human leukocytes, anti-CD3, IL-2 HTRF, 48 h | Potency, µM (titrated, usually from 9.22 µM), inactives show at the top dose activation of IL-2 secretion, usual class: activators | 330,000 tested, under 10 active | AID 504894; note: % of control where 0% means no effect
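Primary human leukocytes were stimulated with a-CD3 beads plus compounds for 48 hr without co-stimulation; secreted IL-2 was quantified by HTRF using a-IL-2-K (europium cryptate) and a-IL-2-d2, excited at 320nm with acceptor emission read at 665nm.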
* = called active by the depositor; ? = inconclusive; / = not tested or not shown; [ ] = another dose, or the depositor's remark. Unless noted, calls come from the whole dose curve; as a rule, active = well fitted curve in the direction sought with a large enough effect; inconclusive = small, poorly fitted or top-dose-only effect, or another doubt; inactive = no such curve, though single readings can be large; an effect the other way counts as inactive or inconclusive.

molecule	PTAP TSG101 blk	B2AR arrestin	Mito fusion act	Eya2 inh	uPA surface inh	USP2a block	Tb PFK inh	ELG1 repair inh	BCR signal inh	TSHR antagonist	TCR activator
CCCn1nc(C(=O)Nc2ccc(S(=O)(=O)Nc3ncccn3)cc2)c2ccccc2c1=O	-4%	-0.8%	-4%	13%	-4%	-2%	0%	13%	7%	-4	7%
Cc1ccc(CN2CCN(Cc3cn(C(C)C)c4ccccc34)CC2CCO)o1 (stereo unspecified)	-1%	-0.5%	-4%	-10%	-5%	1%	-9%	-2%	?	39	-17%
CN(C(=O)COC(=O)Cc1c(Cl)cccc1Cl)C1CCS(=O)(=O)C1 (stereo unspecified)	-3%	0.2%	-3%	-14%	3%	1%	-12%	1%	-2%	14	1%
Cc1cccc(C(=O)OC(C)C(=O)N2CCc3ccccc3C2)c1C (stereo unspecified)	-4%	-2.5%	27%	-13%	-9%	3%	0%	4%	2%	-2	-4%
O=C(NCc1ccco1)c1cc(S(=O)(=O)N2CCOCC2)ccc1Cl	-4%	0.3%	-6%	-5%	3%	-3%	0%	7%	3%	21	8%
CC(O)CSc1nc2c(c(=O)[nH]c(=O)n2C)n1Cc1ccccc1 (stereo unspecified)	-3%	0.0%	1%	-8%	-2%	-2%	1%	?	-16%	2	-1%
CCNC(=O)C1CC(=O)OC12CCCCC2 (stereo unspecified)	-2%	-0.3%	1%	17%	4%	2%	0%	2%	?	11	-32%
Cc1cc(C)c[n+](CC(=O)c2c(C)cc(C)c([N+](=O)[O-])c2C)c1	-5%	0.0%	1%	0%	3%	2%	0%	4%	4%	-4	-22%
CCC(C)(C)NC(=O)CCCSc1nc2ccccc2[nH]1	0%	0.3%	3%	0%	-2%	7%	2%	11%	-1%	-4	2%
COc1ccc(OC)c(S(=O)(=O)N2CCCC(C(=O)N3CCC(C(N)=O)CC3)C2)c1 (stereo unspecified)	0%	0.0%	-1%	1%	1%	1%	-1%	0%	-27%	14	-9%
O=C(CN1C(=O)C2C3CC(C(Br)C3Br)C2C1=O)OCC(=O)c1cccc([N+](=O)[O-])c1 (stereo unspecified)	-2%	0.2%	-1%	-2%	0%	10%	-3%	14%	2%	-1	-49%
Cc1ccc(C(=O)OCC(=O)Nc2ccc3c(c2)OCO3)c(O)c1	-9%	-0.2%	-1%	0%	2%	2%	1%	?	?	-3	0%
Cc1ccc([C@@H]2CC=C(C(=O)O)[C@H](c3ccc(Cl)cc3)N2S(=O)(=O)c2ccccc2C)cc1	-10%	-1.0%	/	2%	7%	-2%	-2%	3%	6%	-2	-1%
O=C(COn1nnc2ccc(Cl)cc21)NC1CCS(=O)(=O)C1 (stereo unspecified)	0%	-1.6%	-11%	22%	3%	2%	3%	1%	-7%	10	0%
COc1ccc(OC)c(S(=O)(=O)N(C)CC(=O)N2CCN(c3ccc(F)cc3)CC2)c1	-1%	-0.1%	5%	7%	-2%	1%	11%	?	1%	12	0%

Part of the list above, field by field.
CCNC(=O)C1CC(=O)OC12CCCCC2 (stereo unspecified)
- PTAP TSG101 blk: -2%
- B2AR arrestin: -0.3%
- Mito fusion act: 1%
- Eya2 inh: 17%
- uPA surface inh: 4%
- USP2a block: 2%
- Tb PFK inh: 0%
- ELG1 repair inh: 2%
- BCR signal inh: ?
- TSHR antagonist: 11
- TCR activator: -32%

Cc1cc(C)c[n+](CC(=O)c2c(C)cc(C)c([N+](=O)[O-])c2C)c1
- PTAP TSG101 blk: -5%
- B2AR arrestin: 0.0%
- Mito fusion act: 1%
- Eya2 inh: 0%
- uPA surface inh: 3%
- USP2a block: 2%
- Tb PFK inh: 0%
- ELG1 repair inh: 4%
- BCR signal inh: 4%
- TSHR antagonist: -4
- TCR activator: -22%

CCC(C)(C)NC(=O)CCCSc1nc2ccccc2[nH]1
- PTAP TSG101 blk: 0%
- B2AR arrestin: 0.3%
- Mito fusion act: 3%
- Eya2 inh: 0%
- uPA surface inh: -2%
- USP2a block: 7%
- Tb PFK inh: 2%
- ELG1 repair inh: 11%
- BCR signal inh: -1%
- TSHR antagonist: -4
- TCR activator: 2%

(list continues)
molecule	PTAP TSG101 blk	B2AR arrestin	Mito fusion act	Eya2 inh	uPA surface inh	USP2a block	Tb PFK inh	ELG1 repair inh	BCR signal inh	TSHR antagonist	TCR activator
O=c1[nH]ncn1-c1ccc(Br)cc1	-3%	-0.3%	3%	-6%	2%	0%	-6%	11%	-4%	10	-4%
O=C(O)c1ccc(S(=O)(=O)NCc2ccc3c(c2)OCO3)cc1	0%	-0.2%	-7%	-11%	-9%	1%	-1%	0%	4%	-2	-2%
COc1ccc(/C=C(/C#N)c2cccnc2)cc1OC	3%	4.8%	-6%	-2%	20%	-2%	-3%	16%	?	23	7%
Cc1ccccc1/C=N/NC(=O)Cc1ccc(Cl)cc1	-6%	0.0%	4%	-1%	4%	-1%	-5%	-10%	?	-3	3%
CC(=O)c1sc(NS(=O)(=O)c2ccc(C)cc2)nc1-c1ccccc1	-1%	0.2%	11%	8%	-1%	-10%	-3%	-10%	?	6	-32%
Cc1nn2c(N3CCOCC3)c3c(nc2c1-c1ccccc1)CCCC3	-4%	0.1%	7%	12%	1%	-6%	-1%	-2%	1%	1	4%
CCOC(=O)N1CCC(NC(=O)CS(=O)(=O)Cc2nc(-c3ccc(OC)cc3)oc2C)CC1	-3%	-0.9%	3%	-5%	-5%	0%	1%	-10%	3%	13	-7%
COc1ccc(/C=C/C(=O)Nc2c(C)nn(C)c2C)cc1COc1ccc(Cl)cc1Br	-3%	-0.7%	0%	0%	/	1%	-1%	?	?	-6	6%[46.1 µM]
COC(=O)c1ccc(Oc2nc(NC(C)(C)C)nc(N3CCOCC3)n2)cc1	/	0.1%	0%	-12%	/	2%	0%	10%	9%	3	/
O=C(NCc1ccco1)c1cccc(Br)c1	-6%	-0.2%	-1%	-2%	-8%	4%	2%	-29%	2%	-9	1%
COC(=O)/C(=C/c1cccc([N+](=O)[O-])c1)NC(=O)c1ccc(OC)cc1	0%	4.6%	5%	7%	-1%	-1%	0%	?	0%	10	-5%[46.1 µM]
Cc1ccc(C2=N/C(=C\c3cccnc3)C(=O)O2)cc1	-3%	-2.0%	-4%	5%	-1%	2%	4%	1%	1%	8	-1%[46.1 µM]
CCSc1nc2c(c(=O)n1Cc1ccccc1)SC(C)C2 (stereo unspecified)	-5%	-0.4%	10%	3%	-17%	-1%	0%	-7%	9%	-3	-4%
COc1ccccc1CNS(=O)(=O)c1c(C)[nH]c(=O)[nH]c1=O	-3%	0.1%	-2%	11%	6%	5%	1%	11%	26%	-4	/
CCOCCn1cnc2sc(C(=O)NCC(=O)OCC)c(C)c2c1=O	-4%	-0.6%	-2%	7%	-4%	1%	-4%	?	2%	-8	3%[46.1 µM]

(cont.)
molecule	PTAP TSG101 blk	B2AR arrestin	Mito fusion act	Eya2 inh	uPA surface inh	USP2a block	Tb PFK inh	ELG1 repair inh	BCR signal inh	TSHR antagonist	TCR activator
Cc1ccc(S(=O)(=O)C2(S(=O)(=O)c3ccc(C)cc3)CCCC2)cc1	-2%	-0.2%	-7%	-27%	-11%	0%	11%	-11%	3%	-5	5%
COc1ccc(C(=O)CNc2cccc(F)c2)cc1	-3%	8.9%	15%	3%	-1%	-4%	-18%	?	3%	19	-1%
CC(=O)N(C)c1ccc(NC(=S)Nc2ccccc2)cc1	-5%	0.0%	-6%	-11%	-3%	0%	-4%	?	9%	5	7%
COc1cc(C2C(=O)N(C3CCCC3)CC(=O)N2Cc2ccco2)ccc1OC(C)C (stereo unspecified)	/	-0.3%	0%	8%	-5%	4%	0%	-6%	5%	-1	/
O=C(COc1nsnc1N1CCOCC1)Nc1ccccc1Cl	-7%	0.0%	-5%	8%	0%	0%	3%	-1%	?	-7	8%
O=C(COc1ccccc1F)NC12CC3CC(CC(C3)C1)C2	-2%	-1.0%	7%	-12%	0%	7%	-6%	0%	0%	-8	-3%
